STAT1 activator: increases IFN-gamma driven STAT1 reporter signal; NIH 3T3 STAT1-luciferase reporter, luminescence; 100% = IFN-gamma alone, no compound; activation (% of control), % at 5.5 µM; 200,000 tested, 2.6% active; AID 932;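 active means activation above the screen-wide mean activation plus 3 SD, cut at about 130% in these data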;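 further: raw ratio to IFN-gamma control signal so 100% means no change and 0% no light; values of inactives mirror those of a sister screen read the other way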
STAT1 blocker: STAT1 signaling inhibition | NIH 3T3 STAT1-luciferase reporter, IFN-gamma, luminescence | inhibition, % at 5.5 µM | 200,000 tested, 0.35% active | AID 920;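 active means inhibition above a set limit, the mean inhibition across all tested compounds plus 3 SD, cut at about 34% in these data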;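 further: 0% = IFN-gamma with DMSO and 100% = IFN-gamma with 300 µM nifuroxazide; values of inactives mirror those of a sister screen read the other way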
STAT3 act: activators of IL-6 induced STAT3 signaling; AID 871; U3A cells, IL-6 STAT3-luciferase reporter, luminescence; 100% = signal with IL-6 EC80 alone; activation (% of control), % at 5.6 µM; 190,000 tested, 0.91% active;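 active means activation above the screen-wide mean of compound activation plus 3 SD, cut at about 130% in these data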;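 further: 0% = background luminescence of wells with medium and substrate only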
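Material: STAT3-luciferase reporter U3A cells. Controls: IL-6-treated wells, 100% activation. Read-out: % activation versus median of IL-6-stimulated wells. Probe or stimulus: IL-6 stimulus at 33 ng/mL final. Timing: compound 1 h, then IL-6 6 h at 37 °C. Signal: reporter luminescence signal.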
ROMK primary: modulates human ROMK potassium channel activity | 130,000 tested, 2% active | B-score at 10 µM | AID 1918 | Tet-inducible ROMK, thallium flux fluorescence; actives lie on both sides | P48048;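 active means signal ratio slope over the read window, or its plate-corrected B-score, at least 3 SD from the plate mean, either direction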;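 further: B-score of the F/F0 ratio slope over 7 to 12 s after thallium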
Target sequence (P48048 whole entry, looked up): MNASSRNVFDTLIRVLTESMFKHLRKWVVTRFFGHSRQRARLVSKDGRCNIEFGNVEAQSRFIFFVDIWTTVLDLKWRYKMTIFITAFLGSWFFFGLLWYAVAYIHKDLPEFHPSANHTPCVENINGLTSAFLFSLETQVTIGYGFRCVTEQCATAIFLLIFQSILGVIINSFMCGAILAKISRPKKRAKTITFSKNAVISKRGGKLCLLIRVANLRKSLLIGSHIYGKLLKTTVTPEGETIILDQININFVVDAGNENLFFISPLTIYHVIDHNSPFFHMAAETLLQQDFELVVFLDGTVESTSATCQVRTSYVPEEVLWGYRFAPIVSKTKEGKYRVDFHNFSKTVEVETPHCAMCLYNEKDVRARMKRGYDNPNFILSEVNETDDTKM
FLuc act counter: affects firefly luciferase, flagging false hits in luciferase stimulation screens; 200,000 tested, under 10 active; AID 1027; ATPlite luciferase biochemical, luminescence, 10 min; 0 = ATP-free wells, 1 = DMSO control; activation factor at 10 µM; P08659;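 active means luciferase activation factor, scaled between plate controls, of at least 2 with compound at 10 µM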
Target sequence (P08659 whole entry, looked up): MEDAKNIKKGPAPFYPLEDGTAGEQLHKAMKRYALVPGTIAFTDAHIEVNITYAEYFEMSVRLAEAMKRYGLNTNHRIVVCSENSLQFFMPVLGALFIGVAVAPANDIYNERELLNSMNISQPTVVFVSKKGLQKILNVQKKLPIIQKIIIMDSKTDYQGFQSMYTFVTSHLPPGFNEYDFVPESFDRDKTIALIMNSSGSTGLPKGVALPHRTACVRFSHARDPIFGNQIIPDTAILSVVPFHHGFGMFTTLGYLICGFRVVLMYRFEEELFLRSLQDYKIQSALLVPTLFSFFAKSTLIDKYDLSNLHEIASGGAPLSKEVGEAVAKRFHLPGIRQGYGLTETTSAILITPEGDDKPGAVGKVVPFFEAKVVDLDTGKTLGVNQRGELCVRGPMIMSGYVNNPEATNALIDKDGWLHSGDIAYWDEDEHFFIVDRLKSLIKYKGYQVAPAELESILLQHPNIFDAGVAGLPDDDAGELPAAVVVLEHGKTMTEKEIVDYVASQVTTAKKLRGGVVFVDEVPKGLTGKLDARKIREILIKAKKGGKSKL
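System: cell-free luciferase reagent; medium: PBS as buffer for the ATP substrate; doses: test compounds dosed from 2 mM stocks in 100% DMSO; incubation: 10 min, room temperature; measured by: luminescence from luciferase reaction; read-out: luciferase activation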
FLuc inh counter: inhibits firefly luciferase, flagging false hits in luciferase inhibition screens | P08659 | ATPLite firefly luciferase biochemical luminescence, 10 min | inhibition, % at 10 µM | 200,000 tested, 1.5% active;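 active means inhibition above about 50% when tested at 10 µM, limit read from the data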
NF-kB expr up: NF-kB expression increase, human neuronal cells; NF-kB reporter expression; active compounds read high; fold change at 12.5 µM; 190,000 tested, 1.6% active; AID 1239; in the data active means fold change above about 3.3
STAT3 blocker: STAT3 signaling inhibition. AID 862. inhibition, % at 5.5 µM. 190,000 tested, 0.89% active. U3A cells, IL-6 STAT3-luciferase reporter, luminescence; host cell line lacks STAT1;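 active means inhibition above the mean inhibition across all screened compounds plus 3 SD, cut at about 44% in these data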;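 further: 0% = DMSO only wells and 100% = 100 µM nifuroxazide control wells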
APP 5'UTR act: activates APP 5'UTR luciferase reporter. activation, % at 2 µM. SH-SY5Y APP 5'UTR luciferase reporter, luminescence; zero percent = DMSO vehicle wells. 190,000 tested, 1% active;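 active means activation above a set limit, based on mean plus 3 SD of controls, cut at about 140% in these data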; further: values of inactives mirror those of a sister screen read the other way
APP transl inh: APP translation inhibition | SH-SY5Y APP 5'UTR-luciferase reporter, luminescence | inhibition, % at 2 µM | 190,000 tested, 0.82% active | AID 1285;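 active means inhibition above a set limit, derived from the sample mean plus 3 SD, cut at about 45% in these data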; further: values of inactives mirror those of a sister screen read the other way
* = called active by the depositor; . = not tested or not shown.

SMILES	STAT1 activator	STAT1 blocker	STAT3 act	ROMK primary	FLuc act counter	FLuc inh counter	NF-kB expr up	STAT3 blocker	APP 5'UTR act	APP transl inh
CCCCC(=O)Nc1ccc(NC(=S)NC(=O)c2cccs2)cc1OC	105	-6	98	.	1	-1	1.1	3	11	-11
CCOc1ccccc1N(CC(=O)OC)S(C)(=O)=O	107	-8	103	.	1	-2	1.4	2	-8	8
O=C(NCc1cccnc1)c1nc(-c2ccc(C(F)(F)F)cc2)no1	90	11	99	-0.4	1	-3	1.4	10	-3	3
CCCc1cc(-c2[nH]ncc2-c2ccc3c(c2)OCCCO3)c(O)cc1O	106	-6	94	0.88	1	1	0.88	15	-7	7
C=CCN(CC=C)S(=O)(=O)c1ccc2nc(NC(=O)C3CCCO3)sc2c1 (configuration not stated)	97	4	100	-0.0012	1	-4	0.85	-2	-5	5
COc1ccc(C(C(C(=O)c2cccs2)N2CCOCC2)N2CCOCC2)cc1OC (configuration not stated)	103	-4	102	.	1	-2	1.1	4	-1	1
CC(C)Oc1cc2oc(=O)c3c(c2cc1Cl)CCC3	97	3	93	1.2	1	-3	1.2	12	10	-10
CCCCCOP(=O)(OCCCCC)C1(NS(=O)(=O)c2ccccc2)C=CC(=O)c2ccccc21 (configuration not stated)	107	-8	137*	.	1.1	-8	0.64	-46	13	-13
ClCc1csc(-c2ccc(Cl)cc2)n1	104	-5	101	.	1	0	1.4	4	21	-21
O=C(CCCSc1nc2ccccc2[nH]1)NCc1ccco1	106	-7	101	-0.55	1.1	-5	1	2	8	-8
CCOC(=O)C1CCN(c2c(N3CCN(Cc4ccccc4)CC3)c(=O)c2=O)CC1	91	10	118	.	1	-3	0.95	-18	-7	7
O=C(CN(Cc1ccccc1)S(=O)(=O)c1ccccc1)N/N=C/c1ccc2c(c1)OCO2	99	1	93	0.58	1.1	-10	1.1	14	-10	10
O=C(c1cc2nc(-c3ccc(F)cc3)cc(C(F)(F)F)n2n1)N1CCCCC1c1cccnc1 (configuration not stated)	68	35*	55	-2.5	1	-5	0.7	57*	-7	6
CN(C)CCCNC(=O)c1cc2sc3ccccc3c2s1	106	-7	102	-1	1	-3	1.4	4	-5	5
CC[n+]1cc(-c2ccccc2)nc(N2CCOCC2)n1	105	-5	93	.	1	-2	1.1	12	-6	6
COCCn1c(SCC(=O)N2CCCc3ccccc32)nc2cccnc21	100	0	99	-1.5	1.1	-8	0.72	7	-4	4
Cc1ccc(C)c(NS(=O)(=O)c2ccc(OCC(=O)NCc3ccccn3)cc2)c1	102	-4	102	0.42	1	-3	1.2	6	-8	8
CCCC(=O)c1ccc(N2CCN(C(=O)OCC)CC2)c(F)c1	100	0	99	.	1	-3	1.1	5	3	-4
COc1ccc(Oc2nccc(-c3ccccc3)c2C#N)cc1	129*	-32	87	.	1	2	2.1	18	56	-56
CC(C)Oc1ccc(Nc2ncnc3ccccc23)cc1	144*	-53	84	-0.17	1	-2	1.1	24	88	-88
COc1cccc(-c2cc3nc4c(c(N5CCC6(CC5)OCCO6)n3n2)CCC4)c1	94	7	86	-1.1	1.1	-7	0.74	19	10	-10
Cc1ncc(N=Nc2ccccc2Cl)c(-c2ccccc2)n1	101	-7	105	.	1.1	-6	0.96	4	-1	1
Cc1[nH]c(=O)[nH]c(=O)c1NS(=O)(=O)c1ccccc1	92	8	96	.	1.1	-9	1.1	-1	11	-11
CCOc1cc(N2CCOCC2)c(OCC)cc1NC(=O)C(C)(C)C	96	1	106	1.6	1	-2	1.1	-2	-3	2
CC(C)COP(=O)(OCC(C)C)C(Nc1ccccc1)c1ccc(F)cc1 (configuration not stated)	98	2	101	-1	1	-2	0.65	-1	1	-1
CCn1c(=O)[nH]c(=O)c2c(N)c(C(=O)c3ccccc3OC)sc21	94	6	98	3.7*	1.1	-9	0.73	5	11	-11
O=C(/C=C/c1ccco1)Nc1ccccc1N1CCCCC1	94	5	96	0.51	1	-2	1	8	-6	6
O=C(O)CCC(=O)N(Cc1cccnc1)Cc1cccc(F)c1	106	-7	95	-0.49	1	-4	0.97	10	9	-9
O=Nc1onc(-c2ccc([N+](=O)[O-])cc2)c1NO	97	3	102	-1.9	1	0	1	3	4	-4
Cc1cc([N+](=O)[O-])nn1CC(=O)Nc1ccccn1	98	1	93	0.092	1	-1	1.6	18	3	-4
O=C1C(=O)N(Cc2cccnc2)C(c2ccccn2)/C1=C(/O)c1ccc(Br)cc1 (configuration not stated)	99	1	101	1.1	1.1	-5	1.1	2	15	-15
COc1ccc2c(c1)C(C)=CC(C)(C)N2S(=O)(=O)c1ccc(Br)cc1	92	7	121	2.3	1	-4	3	-20	-93	93*
COc1ccc2cc(C)c3nnc(SCC(=O)Nc4nc(-c5ccccc5)cs4)n3c2c1	103	-4	98	.	1.1	-6	1.2	7	-6	6
COc1ccc(Cn2ccnc2)cc1[N+](=O)[O-]	103	-3	105	0.3	1	-5	1.1	-5	10	-10
Nc1cc(N2CCCC2)c(Cl)cc1[N+](=O)[O-]	110	-11	84	-3.1	1	2	1.1	23	7	-8
CC(C)[C@H](NS(=O)(=O)c1ccc2c(c1)OCCO2)C(=O)OCC(=O)Nc1ccccc1	114	-16	103	-0.53	1	-3	1.4	-6	2	-2
Cc1cc2ncc(-c3ccc(Cl)cc3)cn2n1	136*	-37	83	-0.22	0.4	56*	4.9*	21	188*	-188
CC(C)CN1C(=O)C(=O)N(CC(=O)NCc2ccc3c(c2)OCO3)C1=O	105	-6	107	-0.05	1.1	-6	1.1	-4	7	-7
O=C(CSc1ccc2c(c1)OCCO2)Nc1ccc(Cl)cn1	104	-5	99	-0.44	1	-2	1	10	1	-1
COC(=O)c1ccccc1NC(=O)CSc1nnnn1C	103	-5	101	.	1	-3	1.1	3	-3	3
CCCN1Cc2cccc(C(=O)NC(CC(=O)OCC)c3ccc(OC(C)C)cc3)c2C1=O (configuration not stated)	103	-4	114	1.1	1	-1	0.44	-3	2	-2
COc1cc(/C=C/C(=O)OCC(=O)NCc2cccs2)ccc1OC(F)F	102	0	105	0.0092	1.1	-5	1.4	-9	14	-14
CCC(=O)N1CCN(c2ccc(NC(=O)c3ccc4c(c3)OCO4)cc2)CC1	106	-6	103	-0.015	1	4	0.93	1	-9	9
Cc1nnc(Cl)c2nn(-c3ccccc3)c(C)c12	99	1	98	.	1.1	-6	0.91	3	6	-6
COc1ccc(N(C(C)C(=O)NC2CCCCCC2)S(C)(=O)=O)cc1 (configuration not stated)	107	-8	99	.	1.1	-8	1.4	4	-4	4
Cc1cccc(C(=O)N2c3ccccc3C(=O)OC2c2ccc3c(c2)OCO3)c1 (configuration not stated)	98	2	103	0.74	1	2	1.8	4	23	-23
Cc1ccccc1NC(=O)CN(C)S(=O)(=O)c1cccc2cccnc12	100	0	99	.	1	-2	0.98	6	-4	4
CCCCN(NC(C)=O)c1nc(Cl)nc(NC(C)C)n1	92	2	101	0.093	1.1	-9	1.1	-1	.	.
CCOc1cc(NC(=S)NCC2CCCO2)c(OCC)cc1NC(=O)c1ccc(C)cc1 (configuration not stated)	97	3	96	1	1	4	0.79	6	5	-5
CCCCC(=O)Nc1ccc(C(=O)NNC(=S)NC(=O)c2ccco2)cc1	91	7	102	-1	1	-1	1.2	2	9	-9
Nc1nc(F)cc(N2CCCCCC2)n1	107	-8	104	0.72	1	-5	1.4	-3	10	-10
Cn1c(=O)[nH]c(=O)c2c1nc(N(CCO)Cc1ccccc1)n2Cc1ccccc1Cl	108	-11	114	0.9	1.1	-6	1.2	-12	-2	2
Clc1ccc(SCc2cn3ccccc3n2)cc1	133*	-37	95	-1.5	0.6	43	3	7	95	-95
C[C@@H](NC(=O)c1nc[nH]c1C(=O)N[C@@H](Cc1ccccc1)C(=O)OC(C)(C)C)c1ccccc1	98	4	.	.	1	-5	0.44	.	-18	18
COc1ccc(/C=C/C(=O)O)cc1S(=O)(=O)N1CCc2ccccc2C1	92	6	111	-0.18	1	2	1	-8	5	-5
COCCNc1cc(C)nc2c(-c3ccccc3OC)c(C)nn12	98	3	93	.	1	2	0.94	13	-1	1
CC(=C1C(=O)c2ccccc2C1=O)N1CCN(CCN=CC2=C(O)CC(C)(C)CC2=O)CC1	88	13	98	-0.16	1.1	-5	0.93	1	6	-6
CSC(=NC(C)c1ccccc1)NS(=O)(=O)c1cccs1 (configuration not stated)	93	8	102	0.25	1.1	-8	1	0	13	-13
Cc1ccc2oc(=O)c3cnn(CC(=O)N4CCc5ccccc5C4)c3c2c1	.	.	.	.	1.1	-6	0.92	.	4	-4
C[C@@H](C(=O)N1CCN(C(=O)OC(C)(C)C)CC1)n1cc(CCCN=C(NC(=O)OC(C)(C)C)NC(=O)OC(C)(C)C)nn1	85	17	.	.	1	-3	0.96	.	2	-2

Another view of 2 compounds above:
structure,STAT1 activator,STAT1 blocker,STAT3 act,ROMK primary,FLuc act counter,FLuc inh counter,NF-kB expr up,STAT3 blocker,APP 5'UTR act,APP transl inh
CSC(=NC(C)c1ccccc1)NS(=O)(=O)c1cccs1 (configuration not stated),93,8,102,0.25,1.1,-8,1,0,13,-13
C[C@@H](NC(=O)c1nc[nH]c1C(=O)N[C@@H](Cc1ccccc1)C(=O)OC(C)(C)C)c1ccccc1,98,4,.,.,1,-5,0.44,.,-18,18

New compounds follow.
SMILES	STAT1 activator	STAT1 blocker	STAT3 act	ROMK primary	FLuc act counter	FLuc inh counter	NF-kB expr up	STAT3 blocker	APP 5'UTR act	APP transl inh
CC(=O)Nc1ccc(CN2CCCCCCC2)cc1	99	1	97	.	1	1	0.92	9	-9	9
COc1ccc(NC(=O)C=C(C)C)cc1Cl	125	-27	93	.	0.8	19	4.7*	11	153*	-153
CCN(CC)C(=O)Cn1cc(SCC(=O)NC)c2ccccc21	101	-1	100	2	1	-1	1.1	7	-19	19
CN(C)c1ccc(NS(=O)(=O)c2cccc(Cl)c2)cc1	94	6	100	-0.95	1	-3	0.94	-3	-13	13
CC1CCCCN1Cc1c(O)ccc2c(=O)c(-c3nc4ccccc4s3)c(N)oc12 (configuration not stated)	106	-7	97	-1.6	0.9	6	1	4	-13	13
CCOc1ccc(OCC)c(NS(=O)(=O)c2ccc3c(c2)n(C)c(=O)c(=O)n3C)c1	100	0	115	.	1	-4	1	-10	5	-6
O=C(CSc1nnc(-c2ccncc2)n1-c1ccc(F)cc1)NC(=O)NCc1ccco1	98	3	97	-0.9	1	-4	1.1	3	-14	14
S=C(NCc1ccccn1)Nc1ccc(Br)cc1Cl	116	-17	102	-0.36	1	-1	2.2	7	49	-49
O=C(COC(=O)CCC(=O)c1ccc(Cl)cc1)NCC1CCCO1 (configuration not stated)	104	-4	100	.	1	-2	1.4	8	6	-6
CC(=O)Nc1ccc(C(=O)CSc2nnc3scc(-c4ccccc4)n23)cc1	99	1	105	0.75	1.1	-8	0.87	-1	1	-1
CC(NC(=O)CSC(=S)N(C)C)C12CC3CC(CC(C3)C1)C2 (configuration not stated)	98	2	102	.	1	-3	1.3	-7	-5	5

Some of the entries so far, with bars between the fields:
SMILES | STAT1 activator | STAT1 blocker | STAT3 act | ROMK primary | FLuc act counter | FLuc inh counter | NF-kB expr up | STAT3 blocker | APP 5'UTR act | APP transl inh
CCN(CC)C(=O)Cn1cc(SCC(=O)NC)c2ccccc21 | 101 | -1 | 100 | 2 | 1 | -1 | 1.1 | 7 | -19 | 19
COc1ccc(NC(=O)C=C(C)C)cc1Cl | 125 | -27 | 93 | . | 0.8 | 19 | 4.7* | 11 | 153* | -153

An unsorted share of the library. About 7.1% of those tested had a hit in this group.
